Dyrk1A ADPGlo = inhibitors of rat Dyrk1A kinase | AID 504441 | Q63470 | actives 0.43% (n = 310,000) | ADP-Glo luminescence, NFATc1 peptide | inhibition, % at 12.5 µM; in the data active means inhibition above about 50%;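 further: plate controls were vehicle with enzyme for no effect and no enzyme for full effect; many of its hits are not listed in these tables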
RGS4 act = RGS4 potentiation or activation; HEK293 M3R/inducible RGS4, carbachol calcium flux Fluo4; active compounds read low; B-score at 10 µM; actives 0.92% (n = 310,000);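 active means B-score of the integrated calcium signal more than 4 SD below the library mean, with starting fluorescence not abnormally high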;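 further: negative B-score means reduced calcium response which marks RGS4 activation or potentiation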
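test system = M3R-expressing HEK293 line, RGS4 induced by doxycycline | probe or stimulus = carbachol at ECmax as muscarinic agonist stimulus | timing = dye loading 30 min 37 °C, buffer rest 30 min RT | signal = calcium dye Fluo4 fluorescence | evaluation = B score from integrated fluorescence ratio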
KCNK3 block = human KCNK3 channel inhibition, primary screen | B-score at 10 µM | AID 602410 | CHO-KCNK3 thallium flux, FluxOR fluorescence; active compounds read low | actives 0.84% (n = 340,000);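 active means B-score under library mean minus 4 SD, starting fluorescence ratio at most library mean plus 5 SD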;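 further: more negative B-score means stronger inhibition of thallium flux through KCNK3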
Target sequence (O14649 whole entry, looked up): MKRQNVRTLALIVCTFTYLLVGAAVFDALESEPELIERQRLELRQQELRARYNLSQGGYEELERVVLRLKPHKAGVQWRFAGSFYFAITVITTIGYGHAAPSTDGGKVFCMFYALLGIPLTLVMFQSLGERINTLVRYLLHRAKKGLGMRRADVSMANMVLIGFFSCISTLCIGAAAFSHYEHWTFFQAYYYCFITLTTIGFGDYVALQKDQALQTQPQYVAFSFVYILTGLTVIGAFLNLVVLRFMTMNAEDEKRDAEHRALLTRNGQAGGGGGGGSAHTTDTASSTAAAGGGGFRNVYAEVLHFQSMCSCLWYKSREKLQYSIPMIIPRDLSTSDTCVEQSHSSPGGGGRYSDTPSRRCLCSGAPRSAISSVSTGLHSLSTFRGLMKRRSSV
KCNQ1 inh = blocks the human KCNQ1 potassium channel. CHO-K1 KCNQ1, FluxOR thallium flux fluorescence; active compounds read high. B-score at 10 µM. actives 1.3% (n = 310,000). AID 2642;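 active means compounds whose thallium flux B-score, printed positive for inhibition, exceeds three library SD while starting fluorescence stays within three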;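 further: channel opened by potassium depolarization with thallium stimulus after 20 min compound exposure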
PolyA inh = blocks polyadenylation in yeast reporter cells | calls only at 12 µM | actives 0.02% (n = 300,000) | S. cerevisiae SKY197-pL101 polyadenylation reporter, beta-gal luminescence; efflux-impaired pdr1/pdr3 knockout yeast; score 100 = 6 SD above DMSO | AID 1875;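 active means lowest replicate activity score at least 50, where 100 means six control SD above control mean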;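 further: yeast exposed to compound for 9 h at 30 °C; higher score means more reporter readthrough which indicates perturbed polyadenylation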
KCNQ1 act = potentiators or activators of human KCNQ1 potassium channel | P51787 | CHO-K1 KCNQ1, thallium flux FluxOR fluorescence; active compounds read high | B-score at 10 µM | actives 0.35% (n = 310,000);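 active means fluorescence ratio B-score, a plate-corrected score, at least three library SD, with initial intensity B-score within 5 SD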
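System: Stable KCNQ1 CHO-K1 line | Incubation: 90 min dye loading and 20 min compound exposure, both at room temperature | Measure: Ratio B score | Medium: Assay buffer for compound exposure, DMSO matched across wells | Compound dosing: Single-concentration screen | Probe or stimulus: K+/Tl+ depolarizing stimulus | Measured by: Kinetic FluxOR fluorescence, 10 s baseline plus 110 s post-stimulus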
KCNK9 inh = human KCNK9 channel inhibition; Q9NPC2; HEK293 KCNK9, FluxOR thallium flux fluorescence; active compounds read low; B-score at 10 µM; actives 1.2% (n = 310,000); AID 488922;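 active means ratio B-score over 3 SD below the library mean, with starting fluorescence within 5 SD of its mean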;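 further: negative B-score means less thallium flux so channel inhibition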
Target sequence (Q9NPC2 whole entry, looked up): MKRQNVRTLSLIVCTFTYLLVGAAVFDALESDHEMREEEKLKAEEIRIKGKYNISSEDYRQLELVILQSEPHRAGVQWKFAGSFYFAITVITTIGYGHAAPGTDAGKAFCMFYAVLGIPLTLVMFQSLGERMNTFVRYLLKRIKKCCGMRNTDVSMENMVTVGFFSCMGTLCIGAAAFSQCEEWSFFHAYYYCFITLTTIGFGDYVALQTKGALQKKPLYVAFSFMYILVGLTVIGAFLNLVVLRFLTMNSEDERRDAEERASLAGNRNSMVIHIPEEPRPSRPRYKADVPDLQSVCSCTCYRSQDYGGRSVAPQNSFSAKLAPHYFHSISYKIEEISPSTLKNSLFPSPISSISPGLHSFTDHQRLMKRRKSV
HDAC3 inh = human HDAC3 inhibition | O15379 | recombinant HDAC3, fluorogenic peptide/trypsin coupled, fluorescence | inhibition, % at 8.3 µM | actives 0.15% (n = 320,000) | AID 2718; in the data active means inhibition above about 26%, passing the limit was not always enough
GSK3 alpha inh = human GSK-3 alpha kinase inhibition; AID 2650; P49840; ADP-Glo luminescence, 60 min; inhibition, % at 10 µM; actives 0.1% (n = 320,000);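 in the data active means inhibition above about 50%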;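 further: GST-tagged GSK-3 alpha with peptide substrate and 25 µM ATP; 0% = DMSO neutral wells and 100% = GW8510 positive control wells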
hERG rescue = compounds protecting human hERG from proarrhythmic drug block. Q12809. CHO-hERG, FluxOR thallium flux, dofetilide IC70 present. activation (rescue from dofetilide block), less the hit threshold, % at 10 µM. actives 0.51% (n = 310,000);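 active means activation above the mean of controls blocked by dofetilide plus 5 SD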;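 further: thallium influx through hERG after potassium depolarization seen as dye fluorescence rise; in these data hits start at about 4.7%; inactives centre near -7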
GSK3B inh = human GSK3beta kinase inhibition; GST-GSK3beta kinase, ADP-Glo luminescence, 60 min; active compounds read low; P49841; AID 2097; activity score (negative = inhibition), % at 10 µM; actives 0.038% (n = 300,000);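 active means more than half of replicate wells score below -50%, meaning over 50% inhibition versus plate controls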;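 further: 0% = median DMSO wells and -100% = median GW8510 positive control wells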
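Assay system: GST-fused GSK3beta enzyme, cell-free / Medium: Tris pH 7.5 buffer with MgCl2, DTT, BSA, heparin / Also added: peptide substrate plus 25 µM ATP (final) / Compound: 10 µM single point / Timing: kinase reaction with compound 60 min at room temperature / Detection: ADP-Glo luminescence / Benchmarks: DMSO neutral wells and GW8510 at 20 µM as positive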
Numbers without * were called inactive; i = inactive; . = no result given. Not all compounds are listed; the hit share may differ from the screen's.

The line under a structure holds: Dyrk1A ADPGlo | RGS4 act | KCNK3 block | KCNQ1 inh | PolyA inh | KCNQ1 act | KCNK9 inh | HDAC3 inh | GSK3 alpha inh | hERG rescue | GSK3B inh
1	Cc1cccc(CS(=O)(=O)c2ncc(Cl)c(C(=O)Nc3c(C)cccc3C)n2)c1
  . | i | i | i | i | i | -6.68* | . | . | -17.9 | -0.5
2	CC(Oc1ccc(Br)cc1)C(=O)NC1CCN(Cc2ccccc2)CC1 (configuration not stated)
  10.4 | -7.57* | i | i | i | i | i | -9.5 | -0.6 | -10.9 | -3.1
3	COc1ccc(NC(=O)CCC(=O)N/N=C/c2cccnc2)cc1
  -4.5 | i | i | i | i | i | i | 0.9 | -1.3 | -6.2 | 1.5
4	CN(C)c1ccccc1C(=O)N1CCCC(Nc2ccc(F)cc2)C1 (configuration not stated)
  . | i | i | i | i | i | i | -0.7 | -0.4 | -9.6 | -0.2
5	O=c1cc(Cl)[nH]c(=O)n1Cc1ccc(F)cc1
  -1.2 | i | i | i | i | i | i | -1.6 | 0.2 | -1.9 | 2.2
6	CC1CCN(C2=C(NS(=O)(=O)c3ccc(Cl)cc3)C(=O)c3ccccc3C2=O)CC1
  -2.6 | i | i | i | i | i | i | 7.8 | -2.6 | -7.6 | 3.2
7	C1CCCCCC(NCCN2CCNCC2)CCCCC1
  -0.1 | i | i | i | i | i | i | 1.8 | 5.1 | -3.4 | 1.3
8	O=C(NC1CC1)C1Nc2ccc(OC(F)(F)F)cc2C2C=CCC12 (configuration not stated)
  -2.0 | i | i | i | i | i | i | 3.3 | -0.8 | -12.5 | 0.9
9	O=C(O)C1CCN(Cc2ccccn2)CC1
  0.3 | i | i | i | i | i | i | 10.6 | -2.5 | -9.3 | -3.9
10	C=CCn1c(Cc2csc(N)n2)nnc1SCC(=O)OCC
  -8.6 | i | i | i | i | i | i | 7.3 | 0.5 | -5.3 | 2.8
11	O=C(Cc1ccccc1[N+](=O)[O-])N1CCOCC1
  -0.2 | i | i | i | i | i | i | 0.0 | -3.0 | -2.5 | 3.8
12	COc1ccc(CCN(C)C(=O)CSc2nccn2C)cc1OC
  -3.7 | i | i | i | . | i | i | 7.4 | 1.4 | -11.2 | 1.0
13	CC(C)C1C(C#N)=C(N)Oc2n[nH]c(-c3ccc4ccccc4c3)c21 (configuration not stated)
  1.6 | i | i | i | i | i | i | 5.6 | -0.5 | -6.5 | -3.6
14	O=C(Cc1ccccc1)NCC(=O)OC(c1ccccc1)c1ccccc1
  -2.6 | i | i | i | i | i | i | -0.5 | -0.7 | -13.9 | -5.2
15	Cc1oc(-c2cccs2)nc1CS(=O)CC(=O)NCCc1ccccc1 (configuration not stated)
  1.7 | i | i | i | i | i | i | . | -1.8 | -14.3 | -0.4
16	CCC(=O)NC(=S)Nc1ccc(NC(=S)NC(=O)c2ccccc2)cc1
  1.9 | i | i | i | i | i | i | . | . | -6.8 | 6.4
17	COc1ccccc1CC(NC(C)=O)C(=O)NC1CCN(C(=O)NCc2ccccc2)CC1 (configuration not stated)
  -1.0 | i | i | i | i | i | i | . | . | -9.1 | 0.4
18	C(=N\NCc1ccccc1)/c1ccc2ncccc2c1
  . | i | i | i | i | i | i | 3.8 | -8.6 | -7.0 | -1.3
19	Cc1onc(-c2c(F)cccc2Cl)c1C(=O)Nc1nccs1
  -2.3 | i | i | i | i | i | i | 3.8 | -4.5 | -0.3 | -0.7
20	COc1ccc(N2CCN(CCCNC(=O)C(=O)c3c[nH]c4ccccc34)CC2)cc1
  -3.4 | i | i | i | i | i | i | 7.5 | -1.5 | -9.4 | -1.6
21	FC(F)(F)c1cccc(NC(=S)NCC2COc3ccccc3O2)c1 (configuration not stated)
  3.1 | i | i | 7* | i | i | i | 10.7 | -2.6 | -22.3 | -3.8
22	COC(=O)c1ccccc1NC(=O)Cn1c(-c2nonc2N)nc2ccccc21
  0.1 | i | i | i | i | i | i | 5.0 | -0.9 | -9.6 | -0.6
23	O=c1oc2cc([N+](=O)[O-])ccc2nc1/C=C(O)/C=C/c1ccccc1
  . | i | . | i | i | i | i | 12.7 | -3.8 | 1.4 | 4.3
24	COc1cc(SC)ccc1C(=O)Nc1ccc2c(c1)OCO2
  -0.4 | i | i | i | i | i | i | . | . | -3.9 | -5.5
25	CS(=O)(=O)NCC(c1ccco1)N1CCN(c2ccc(F)cc2)CC1 (configuration not stated)
  0.5 | i | i | i | i | i | i | -6.1 | -0.4 | -5.8 | 4.1
26	COc1ccc(N2CCN(C(=O)C3CCCN(S(=O)(=O)c4ccc(F)cc4)C3)CC2)cc1 (configuration not stated)
  -4.3 | i | i | i | i | i | i | -2.2 | -1.9 | -5.9 | 2.0
27	Cc1cc(C)cc(N(C(=O)c2csnn2)C(C(=O)NC2CCCC2)c2ccccn2)c1 (configuration not stated)
  -3.5 | i | i | i | i | i | i | 1.5 | -0.3 | -9.7 | 1.2
28	O=C(CCC(=O)OCc1ccc([N+](=O)[O-])cc1)Nc1ccc(F)cc1
  4.0 | i | i | i | i | i | i | -4.3 | -1.8 | -6.7 | -0.9
29	COc1ccc(-c2noc(CCC(=O)NC3CCCCC3)n2)cc1
  -3.5 | i | i | i | i | i | i | -4.9 | 1.3 | -2.1 | 0.5
30	CC(C)c1ccc(N2C=Nc3ccc(C(C)C)cc3C2)cc1
  7.3 | -7.53* | i | i | i | i | i | 8.6 | -4.4 | -20.1 | -2.6
31	O=C(NC1CCCCCC1)C1CCCN(c2ncccn2)C1 (configuration not stated)
  -5.0 | i | i | i | i | i | i | 2.6 | 0.6 | -5.4 | -0.2
32	CCC(=O)N=c1ccn(C2=Nc3ccccc3NC2=C(C#N)C#N)cc1
  -2.4 | i | i | i | i | i | i | -6.5 | -1.5 | -2.0 | 0.7
33	Cc1ccc2nc(Nc3ccc(C)c(C)c3)c3nncn3c2c1
  -0.1 | i | i | i | i | i | i | -4.4 | -1.9 | -5.8 | 1.4
34	OC(CNCCCCNCC(O)C(F)(F)F)C(F)(F)F (configuration not stated)
  4.0 | i | i | i | i | i | i | -2.2 | -2.1 | -15.8 | 2.7
35	O=C(Nc1cccs1)NC1CCCC1
  2.1 | i | i | i | i | i | i | 0.5 | . | -1.6 | 0.9
36	COC(=O)c1nc(NC(=S)NC(=O)c2cccs2)sc1C
  7.2 | i | i | i | i | i | i | 2.9 | -0.2 | -3.9 | 0.4
37	COc1cccc(OC)c1C(=O)N1CCN(S(=O)(=O)c2ccc(C)cc2)CC1
  0.9 | i | i | i | i | i | i | 5.0 | -3.8 | -5.7 | -1.2
38	Cc1nn(-c2ccccc2)c(C)c1/C=C/C(=O)OC(C)C(=O)Nc1ncc(Cl)cc1Cl (configuration not stated)
  5.3 | i | i | i | i | i | i | -6.5 | -0.7 | -5.5 | -0.3
39	CCOCCCNC(=S)N1CCC(NC(=O)C23CC4CC(CC(C4)C2)C3)CC1
  -7.4 | i | i | i | i | i | i | 1.3 | -1.8 | -20.3 | 1.6
40	Cc1ccsc1C(=O)NNC(=S)NC1CCCCC1
  19.4 | i | i | i | i | i | i | 2.4 | -3.1 | -5.0 | 1.3
41	c1ccc2nc(N3CCN(Cc4ccc5c(c4)OCO5)CC3)cnc2c1
  11.9 | i | i | i | i | i | i | 1.6 | 1.4 | -7.5 | -6.2
42	CC(NC(=O)Cc1c(F)cccc1Cl)C1CCCO1 (configuration not stated)
  2.6 | i | i | i | i | i | i | 0.1 | . | -6.5 | 0.5
43	Cc1ccccc1NC(=O)Cn1cnc2c(oc3ccccc32)c1=O
  1.5 | i | i | i | i | i | i | -4.7 | -0.7 | -11.0 | 0.2
44	CC(=O)N(c1ccc(C)cc1)S(=O)(=O)c1ccc(Cl)cc1
  -0.7 | i | i | i | i | i | i | 6.8 | 0.8 | -10.8 | -4.7
45	COc1ccccc1OCC#CCn1ccnc1
  -0.8 | i | i | i | i | i | i | -5.0 | 0.2 | -3.5 | 4.2
46	Cc1ccc(-c2nc(C#N)c(NCCc3ccccn3)o2)cc1
  -5.6 | i | i | i | i | i | i | 1.4 | -1.8 | 3.2 | -0.6
47	c1ccc(CCc2nn3c(C4COc5ccccc5O4)nnc3s2)cc1 (configuration not stated)
  -5.2 | i | i | i | i | i | i | 2.2 | -0.1 | -4.4 | 2.6
48	CN1CCc2c(n(CC(O)CN(CCO)CCO)c3ccccc23)C1=O (configuration not stated)
  3.9 | i | i | i | i | i | i | -4.2 | 2.8 | -7.8 | -0.4
49	Brc1ccc(C2=CC(c3cccs3)n3ncnc3N2)cc1 (configuration not stated)
  -8.9 | i | i | i | i | i | i | -1.2 | 3.4 | -25.3 | 3.2
50	CCOc1cc(C(c2c(C)[nH][nH]c2=O)c2c(C)[nH][nH]c2=O)cc(Cl)c1O
  8.9 | i | i | i | i | i | i | -2.3 | 0.4 | -6.5 | 1.1
51	COc1ccc(CN2C(=O)COc3ccccc32)cc1
  4.6 | i | i | i | i | i | i | -1.4 | -0.7 | -7.6 | 0.8
52	S=C1NCN(C2CCCCC2)CN1c1ccccc1
  -5.9 | i | i | i | i | i | i | -5.9 | -0.1 | -7.8 | 1.9
53	Cn1c(SCC(=O)N2CCCc3ccccc32)nnc1-c1ccco1
  2.1 | i | i | i | i | i | i | -6.2 | -1.6 | -2.6 | -0.5
54	CC(C)n1c(NCc2nc3ccccc3n2C)nc2ccccc21
  1.9 | i | i | i | i | i | i | 5.1 | -0.7 | -24.3 | -4.3
55	CN1CCCCCC1C(=O)N1CCC(N2CCC(C(=O)N3CCOCC3)CC2)CC1 (configuration not stated)
  4.5 | i | i | i | i | i | i | -3.3 | 8.5 | -13.9 | -0.5
56	COCCCn1c(SCc2nnc(-c3ccc(OC)c(OC)c3)o2)nnc1-c1ccncc1
  -3.5 | i | i | i | i | i | i | -3.0 | -1.5 | -6.2 | -0.7
57	COc1ccc([C@@H]2[C@@H](C(=O)C(C)(C)C)N3N=Cc4ccccc4[C@@H]3C23C(=O)OC(C)(C)OC3=O)cc1OC
  4.5 | -7.17* | i | i | i | i | i | 1.5 | 0.4 | -29.9 | -3.2

Assay outcomes from PubChem BioAssay.
